rad50 – NCI yeast anticancer drug screen, S. cerevisiae rad50 strain. % growth inhibition at 50 µM. 10% of 79,000 active. AID 155, 2004;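 also: 0% = growth of vehicle-only cultures of the same strain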
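Relative growth inhibition (compound vs vehicle) was measured in yeast with a defined repair-gene alteration.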
yeast cln2 rad14 – NCI yeast anticancer drug screen, S. cerevisiae cln2 rad14 strain. growth inhibition, % at 50 µM. AID 165, 2004. 8.3% of 78,000 active;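 also: 0% = growth of vehicle-only cultures of the same strain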
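Growth inhibition, relative to vehicle-treated controls, is the read-out. The test organism is a yeast strain with defined genetic alterations, cln2 rad14.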
mlh1 rad18 – NCI yeast anticancer drug screen, S. cerevisiae mlh1 rad18 strain; growth inhibition, % at 50 µM; 11% of 79,000 active; AID 175, 2004;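 also: 0% = growth of vehicle-only cultures of the same strain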
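Read-out is yeast growth inhibition, calculated against vehicle-only controls. The compound was applied to a strain engineered with DNA damage repair alterations.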
yeast bub3 – NCI yeast anticancer drug screen, S. cerevisiae bub3 mutant strain | AID 167, 2004 | growth inhibition, % at 50 µM | 9.9% of 78,000 active;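 also: 0% = growth of vehicle-only cultures of the same strain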
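Mutant yeast screening strain plus compound; vehicle-treated cultures serve as the 0% inhibition reference.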
sgs1 mgt1 – NCI yeast anticancer drug screen, S. cerevisiae sgs1 mgt1 strain; growth inhibition, % at 50 µM; 10% of 78,000 active; AID 161, 2004;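 also: 0% = growth of vehicle-only cultures of the same strain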
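Yeast cells carrying a defined DNA-repair defect were exposed to test compounds. Growth inhibition was measured relative to vehicle-treated controls.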
yeast mec2-1 – NCI yeast anticancer drug screen, S. cerevisiae mec2-1 strain; % growth inhibition at 50 µM; 9% of 79,000 active; AID 157, 2004;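 also: 0% = growth of vehicle-only cultures of the same strain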
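Compounds were applied to mec2-1 yeast cells. Their growth was then compared with that of vehicle-treated cultures to give growth inhibition.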
* hit, by the source's call. Rule as the data show it: active = growth inhibition above about 70%; inactive = the rest.

Below each compound – rad50	yeast cln2 rad14	mlh1 rad18	yeast bub3	sgs1 mgt1	yeast mec2-1
> O=C/C=C/C=C/C=C/c1ccccc1
 : 33	14	28	-5	14	-6
> CCCNC(=O)c1cccc([N+](=O)[O-])c1
 : 8	47	-7	-4	8	-2
> Brc1cccc(-c2nnc(-c3ccc4ccccc4c3)o2)c1
 : -6	11	-2	-9	6	-30
> CC1COC(C)(C)O1 (stereo not drawn)
 : 19	1	11	8	16	-32
> CN(O)C(=O)c1ccccc1
 : 5	12	17	15	-6	-8
> CCc1ccc2ccc3ccc(CC)nc3c2n1
 : 97*	83*	98*	95*	98*	98*
> COc1cc(C)nc2ccc(Cc3ccc4nc(C)cc(OC)c4c3)cc12
 : 7	-14	26	7	-3	7
> Cc1ccc([N+](=O)[O-])cc1NC(=O)Oc1cc(=O)oc2ccccc12
 : 3	-18	-1	2	-7	7
> Cc1ccc(N=Nc2ccc(O)cc2)c([N+](=O)[O-])c1
 : -2	18	-18	5	-6	-14
> COc1ccc(C(=O)CC(c2ccccc2)[C@H]2C(c3ccc(OC)cc3)=Nc3c(nc(SC)n(C)c3=O)NC2c2ccccc2)cc1 (stereo partly drawn)
 : 17	13	19	0	21	8
> O=C1NC(=O)C(c2ccc(F)cc2)N1 (stereo not drawn)
 : -2	-10	-17	-5	-6	-20
> Cc1ccc(C)c(Nc2ncnc3c2cnn3C)c1
 : 4	3	-14	0	9	-11
> O=C1C(CN2CCCC2)CCCC1CN1CCCC1 (stereo not drawn)
 : -3	2	-10	7	-40	-29
> Brc1cscc1C1=CCCc2ccccc21
 : -5	-29	-17	-8	18	14
> CC(C)=NNC(=O)c1ccc(Cl)cc1
 : -19	17	-32	-8	-18	-25
> c1ccc(O[Si](Oc2ccccc2)(Oc2ccccc2)Oc2ccccc2)cc1
 : 6	5	6	-7	6	-19
> CN(C)c1ccc(/C=C2\CCOC2=O)cc1
 : 38	5	9	3	14	12
> C[Si](C)(C)CNCCNC[Si](C)(C)C
 : -20	-8	-3	11	-3	16
> O=C(/C=C/c1ccc(Cl)c(Cl)c1)C1CCC2CCCCC2C1 (stereo not drawn)
 : 21	21	19	12	30	14
> C/C(=C\Cc1cc(O)c(C)cc1O)CC/C=C(\C)Cc1cc(C)co1
 : -15	18	-9	-1	-35	-20
> OCCC(c1ccccc1)N1CCOCC1 (stereo not drawn)
 : -9	-22	-3	-4	-11	0
> Cc1ccc(S(=O)(=O)NC(C)C(=O)O)cc1 (stereo not drawn)
 : -2	3	5	-8	5	-7
> COc1cc2[nH]c(O)c(C=O)c2cc1OC
 : 3	-22	-7	-17	6	-19
> CCOC(=O)CN(C=O)C(C)c1ccccc1 (stereo not drawn)
 : 13	4	21	34	4	18
> N#CCCC1(CCC#N)CCC(CCC#N)(CCC#N)C1=O
 : -16	-54	7	5	-25	-21
> CCCCCC(=O)OCCC1CCCCC1
 : 26	-7	31	12	19	9
> NCCCn1c2ccccc2c2cnccc21
 : 7	-7	-20	1	2	4
> O=C(NC(=O)C(Cl)Cl)OC1c2cc(Cl)ccc2-c2c(Cl)cc(Cl)cc21 (stereo not drawn)
 : 99*	99*	99*	98*	99*	100*
> c1ccc2c(c1)CC1=C2Cc2ccccc21
 : -7	-8	22	-14	-10	-12
> CO/N=C(/NC(=O)OC)c1ccccc1
 : 11	-20	-15	14	-5	18
> O=NNc1ccc(-c2ccc([N+](=O)[O-])cc2)cn1
 : 25	34	30	-12	31	6
> CCc1cccc(C)c1NC(=O)C(=O)Cc1nc2ccccc2o1
 : 7	13	19	-1	1	-1
> CCCCCCCCCCCCCCCC(=O)c1ccccc1
 : 33	53	42	21	28	27
> NC(=O)c1ccc(I)cc1
 : 2	-30	8	-37	4	9
> CCOc1nc(=O)[nH]c2c1CCCC2
 : -5	31	6	6	2	33
> Cc1cc(=O)n(-c2cccc(F)c2)n1C
 : -23	-25	-18	-9	2	-14
> COc1ccc(C(=O)O)cc1
 : 12	-41	-4	-3	-33	-20
> CC(C)(C)CC(C)(C)[N+](=O)[O-]
 : -1	7	18	-3	3	-15
> COc1ccc(NC(=O)C/C(C)=N\N=C(N)N)c([N+](=O)[O-])c1
 : 1	27	0	-4	-5	3
> CCCCCCCCCc1ccc(OC(C)=O)cc1
 : 99*	98*	98*	94*	42	97*
> O=C(O)Cc1cc(Cl)ccc1Cl
 : -4	-3	-9	-1	9	9
> C=CCN(CC=C)c1nc(N)nc(N)n1
 : -14	7	-7	6	-29	-12
> CCOc1ccc2c(c1)c(CC(=O)O)cn2C
 : 33	19	88*	80*	23	39
> CCCCCCCCCCCCCCCCc1ccc(CCCC(=O)O)cc1
 : -21	5	12	-17	-13	-16
> CCOC(=O)C1CCC(=O)O1 (stereo not drawn)
 : -14	17	-1	11	2	8
> C=C(CCCC(=C)C(N)=O)C(N)=O
 : -14	3	-27	-1	-12	-14
> COc1ccc2c(O)c(Oc3ccccc3)c(=O)oc2c1
 : 0	31	13	15	4	5
> O=C(NNC(=O)c1ccc(Cl)c(Cl)c1)c1ccccc1
 : -14	-8	-16	3	-6	3
> O=C1CSC(c2cccc(O)c2)N1c1nncs1 (stereo not drawn)
 : 7	13	15	14	22	13
> CC(=O)OC1(CSc2ccccc2)CCCCC1
 : 10	5	34	29	14	8
> CC(=O)C1OC1c1ccccn1 (stereo not drawn)
 : -5	56	3	3	-10	4
> CCN(CC)CCOC(=O)c1ccc(N=Nc2cc(NC(C)=O)ccc2O)cc1
 : 3	4	5	2	-1	-4
> COC(=O)c1cc(C)cc(N(c2ccccc2[N+](=O)[O-])S(=O)(=O)c2ccc(C)cc2)c1C
 : 16	1	-9	-10	-25	-9
> C=CCC(C)(O)CCC(C)(O)CC=C (stereo not drawn)
 : -2	1	8	1	-8	-15
> O=C(Nc1ccccc1[N+](=O)[O-])OCc1ccccc1
 : -11	10	8	2	14	10
> COc1ccccc1C(C(C)C)C(C)C
 : -6	-23	0	6	-4	2
> CC(C)=CCNC(N)=O
 : 5	11	2	7	-10	-4
> Cc1nn(-c2ccccc2)c2c1CC(=O)Nc1ccccc1-2
 : -14	-27	9	-38	-12	-29
> COc1ccc(-c2c(-c3ccccc3)oc(/N=C/c3ccccc3)c2-c2ccccc2)cc1
 : 8	-3	14	2	5	-1
> CN(C)c1ccc(SC2OC(CO)C(O)C(O)C2O)cc1 (stereo not drawn)
 : -13	-55	-10	4	-7	-5

(cont.)
Below each compound – rad50	yeast cln2 rad14	mlh1 rad18	yeast bub3	sgs1 mgt1	yeast mec2-1
> Cn1c(=O)cnc2c3ccccc3ccc21
 : 23	16	20	18	24	5
> Clc1c(Cl)c(Cl)c(SC2C3CC4C(C3)C42)c(Cl)c1Cl (stereo not drawn)
 : 98*	98*	98*	98*	99*	99*
> Clc1ccccc1C1OC1c1ccccc1Cl (stereo not drawn)
 : 39	14	5	42	45	22
> Cc1cc2nc(N3CCCCC3)n(C3OC(CO)C(O)C3O)c2cc1C (stereo not drawn)
 : 11	11	14	-9	0	10
> Cc1nc2c(Cl)cc(Cl)cc2s1
 : -4	-21	0	1	1	4
> Oc1ccccc1CN1CCOCC1
 : 22	14	28	-7	27	9
> CCCCNC(=O)c1nsnc1N
 : -24	-13	-9	-26	-16	-16
> CC(C)(C)c1ccc2c(c1)C(=O)c1ccccc1C2=O
 : -3	-6	-5	89*	0	-18
> OC1(c2cccc(Cl)c2)C2=NCCCN2c2ccccc21 (stereo not drawn)
 : 5	22	6	-28	7	8
> COCCCNC1=C(C#N)C(=O)NC(c2cccc([N+](=O)[O-])c2)S1 (stereo not drawn)
 : -10	8	-33	-10	2	-27
> COCOc1ccc(C=O)cc1
 : 10	-5	-6	-14	-14	13
> COC(=O)N1CCc2c([nH]oc2=O)C1
 : -7	-13	-4	-1	-4	-5
> COc1c2cccc(Cl)c2cc2c(Cl)cccc12
 : 6	19	12	-11	1	-6
> OC(Cc1ccc2ccccc2n1)(C(F)(F)Cl)C(F)(F)Cl
 : -39	-10	-31	-4	-11	-55
> O=C(c1ccccc1Cc1ccc2ccc(C(F)(F)F)cc2c1)c1cccc2ccccc12
 : 20	13	4	0	-2	-3
> CCCCCCCCCCCCCCCCc1c(C(=O)OC)nc(NN)[nH]c1=O
 : -6	-3	-13	2	-26	5
> CC(=O)N1Cc2nc(N)nc(N)c2C1
 : -19	-2	-22	-3	-21	-10
> O=C1NOCC1NCc1c(O)ccc2ccccc12 (stereo not drawn)
 : 20	27	23	18	34	13
> CC(=O)CC(=O)NC1CCCCC1
 : 6	16	4	-34	-2	-31
> O=C1CN(CCc2ccccc2)CC(=O)N2C(c3ccccc3)CCCN12 (stereo not drawn)
 : 63	42	43	52	65	38
> Nc1cccc(S(=O)(=O)c2cccc(N)c2)c1
 : 1	1	-2	2	2	-5
> Nc1nc(Nc2ccccc2)nc(Nc2ccccc2)n1
 : 94*	81*	97*	92*	94*	86*
> O=C(c1ccccc1)C1(Br)S(=O)(=O)OCCOS1(=O)=O
 : 13	7	-20	-20	-30	-27
> CCN(CC)CCCNc1cccc2ccncc12
 : -3	-30	-13	0	2	10
> CN(C)/C=C/c1nnc([N+](=O)[O-])s1
 : 95*	29	90*	96*	94*	76*
> CC(C)=CC(=O)OC1C2C(C)C(=O)OC2C(O)C(C)C2C=CC(=O)C21C (stereo not drawn)
 : 3	17	8	11	10	-4
> NC(=O)CS
 : -14	-12	-22	-14	-22	-17
> O=C(O)/C=C/C1CCCCC1
 : 26	4	21	-6	4	14
> CCOC(=O)c1sc(N)nc1O
 : -6	6	-9	6	-4	0
> CC(=O)N(OC1OC(CO)C(O)C(O)C1O)c1ccc(Oc2ccc(Cl)cc2)cc1 (stereo not drawn)
 : 1	4	24	0	-20	-1

Filtered by structure, the compounds so far containing a COOH group (six)
Below each compound – rad50	yeast cln2 rad14	mlh1 rad18	yeast bub3	sgs1 mgt1	yeast mec2-1
> Cc1ccc(S(=O)(=O)NC(C)C(=O)O)cc1 (stereo not drawn)
 : -2	3	5	-8	5	-7
> COc1ccc(C(=O)O)cc1
 : 12	-41	-4	-3	-33	-20
> O=C(O)Cc1cc(Cl)ccc1Cl
 : -4	-3	-9	-1	9	9
> CCOc1ccc2c(c1)c(CC(=O)O)cn2C
 : 33	19	88*	80*	23	39
> CCCCCCCCCCCCCCCCc1ccc(CCCC(=O)O)cc1
 : -21	5	12	-17	-13	-16
> O=C(O)/C=C/C1CCCCC1
 : 26	4	21	-6	4	14

Back to the main list, starting 2 compounds before the break.
Below each compound – rad50	yeast cln2 rad14	mlh1 rad18	yeast bub3	sgs1 mgt1	yeast mec2-1
> CCOC(=O)c1sc(N)nc1O
 : -6	6	-9	6	-4	0
> CC(=O)N(OC1OC(CO)C(O)C(O)C1O)c1ccc(Oc2ccc(Cl)cc2)cc1 (stereo not drawn)
 : 1	4	24	0	-20	-1
> CCN(CC)Cc1ccc2ccccc2c1O
 : 18	-10	29	20	14	25
> Cc1cccc2c1C1c3c(C)cccc3C(CC(=O)O)CC1CC2 (stereo not drawn)
 : 99*	99*	99*	99*	99*	99*
> c1ccc2c(c1)cc1c3nnnn3ncn21
 : 1	-43	4	-9	6	7
> CCCCc1ccc(Nc2nc(N)c3[nH]cnc3n2)cc1
 : 82*	17	92*	35	36	84*
> CC(C)(C)C(=O)CC(=O)C(C)(C)C.[Cu]
 : -10	-57	9	-26	-4	-9
> CC(=O)Nc1ccc2c(c1)Cc1ccc(S(C)(=O)=O)cc1-2
 : 24	7	44	1	11	-7
> Cc1nn(C(=O)c2ccncc2)c2c1C(c1cccc([N+](=O)[O-])c1)SC(N)=N2 (stereo not drawn)
 : -55	2	-28	-11	-32	-46
> Cc1ccc(S(=O)(=O)OCC(O)C(O)C(O)C(O)CO[N+](=O)[O-])cc1 (stereo not drawn)
 : -2	26	0	3	9	10
> C1CSCCSCSCCS1
 : 32	31	18	42	18	12
> Cn1c(=O)c2[nH]c(CCCCCCc3nc4c([nH]3)c(=O)n(C)c(=O)n4C)nc2n(C)c1=O
 : -7	-19	-6	-11	-25	0
> Cc1ccc(/C=C/C(=N/NC(=O)N/N=C(/C=C/c2ccc(C)cc2)C(C)(C)CN2CCCCC2)C(C)(C)CN2CCCCC2)cc1
 : -33	-7	-39	-7	-20	-13
> CC(=O)NNc1nc(C)c(C(/C=C/c2ccc3c(c2)OCO3)=N/NC(=O)c2ccncc2)s1
 : 23	10	9	1	9	9
> C1=C(c2ccccc2)O[C@H](COCc2ccccc2)C(OCc2ccccc2)[C@@H]1OCc1ccccc1 (stereo partly drawn)
 : 1	35	2	3	4	-8
> COc1cc(C(NC(N)=O)c2cc3c(cc2O)OCO3)cc(OC)c1OC (stereo not drawn)
 : 12	16	2	-5	-15	-4
> COc1ccc2[nH]c3c(c(=O)n(C)c(=O)n3C)c2c1
 : 51	46	50	68	63	33
> COc1cc(C2OCCO2)ccc1O
 : 13	39	-11	5	0	7
> CCn1c2ccc(C(=O)CCCN(C)C)cc2c2cc(C(=O)CCCN(C)C)ccc21
 : 5	4	-22	14	8	-33
> O=C(/C=C/c1ccco1)c1ccc(NCc2nc3ccccc3[nH]2)cc1
 : 40	34	26	14	41	-7

Assay outcomes as filed in PubChem BioAssay.
